Screens from PubChem BioAssay.
UPR CHOP act – activators of apoptotic arm of unfolded protein response (CHOP); CHO-CHOP luciferase reporter, UPR activation, luminescence; percent of tunicamycin response over DMSO baseline; activation, % at 10 µM; 330,000 tested, 0.34% active; AID 449763;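 active = at 10 µM dose, activation of 40% or more, normalized to positive control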;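 also: 100% = tunicamycin at 10 µg/mL and 0% = DMSO alone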
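System: CHO-CHOP luciferase reporter cell line; amount: 500 cells/well; buffer or medium: F12 medium containing 10% fetal bovine serum; incubation: 6 h compound exposure at 37 °C after overnight seeding; measured by: luciferase luminescence after 10 min with Steady-Glo reagent; evaluation: % reporter activation, DMSO baseline versus tunicamycin full activation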
tim23-1 inh – growth inhibitors of tim23-1 mutant yeast; S. cerevisiae tim23-1 growth, BacTiter-Glo luminescence, 24 h; inhibition, % at 20 µM; 330,000 tested, 1.3% active; AID 463212;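 active = growth inhibition of the mutant yeast at or above 50%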;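 also: temperature-sensitive mutant grown at 25 °C; plate controls were DMSO-treated mutant yeast for no effect and medium wells lacking yeast for full effect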
Mdm2-MdmX inh – disrupts the human Mdm2-MdmX interaction; inhibition, % at 8 µM; AID 485346; 330,000 tested, 3% active; SaOS-2 split-luciferase Mdm2/MdmX complementation, luminescence; O15151+Q00987;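 active = inhibition of at least 50% at 8 µM in the primary screen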
Target sequence (O15151 whole entry, looked up): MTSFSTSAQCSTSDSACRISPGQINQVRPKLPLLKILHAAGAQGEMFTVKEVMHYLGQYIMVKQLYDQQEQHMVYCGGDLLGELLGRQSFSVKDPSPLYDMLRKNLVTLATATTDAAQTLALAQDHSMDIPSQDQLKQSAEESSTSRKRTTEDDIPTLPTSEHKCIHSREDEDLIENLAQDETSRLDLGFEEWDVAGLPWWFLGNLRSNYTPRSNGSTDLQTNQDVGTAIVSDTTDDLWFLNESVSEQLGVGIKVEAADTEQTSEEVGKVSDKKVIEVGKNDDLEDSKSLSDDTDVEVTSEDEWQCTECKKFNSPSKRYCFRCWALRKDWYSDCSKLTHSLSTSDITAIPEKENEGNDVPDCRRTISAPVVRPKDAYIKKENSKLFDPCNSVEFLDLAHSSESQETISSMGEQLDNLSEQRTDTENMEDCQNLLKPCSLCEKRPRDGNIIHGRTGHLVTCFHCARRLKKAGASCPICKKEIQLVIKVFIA
Target sequence (Q00987 whole entry, looked up): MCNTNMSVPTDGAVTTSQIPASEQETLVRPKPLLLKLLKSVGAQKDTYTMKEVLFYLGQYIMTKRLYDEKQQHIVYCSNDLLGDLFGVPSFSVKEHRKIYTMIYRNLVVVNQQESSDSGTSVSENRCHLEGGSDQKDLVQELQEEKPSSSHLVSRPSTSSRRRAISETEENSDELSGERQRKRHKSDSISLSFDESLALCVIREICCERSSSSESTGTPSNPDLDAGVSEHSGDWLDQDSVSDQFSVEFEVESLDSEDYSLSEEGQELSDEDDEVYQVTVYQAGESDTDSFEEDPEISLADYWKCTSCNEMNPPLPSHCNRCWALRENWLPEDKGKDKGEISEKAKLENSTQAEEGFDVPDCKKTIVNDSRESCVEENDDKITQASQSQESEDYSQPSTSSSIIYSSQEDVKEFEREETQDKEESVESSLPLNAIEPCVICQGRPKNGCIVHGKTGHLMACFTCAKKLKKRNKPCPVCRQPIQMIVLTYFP
XBP1 UPR activ – activators of adaptive arm of unfolded protein response (XBP1); CHO-XBP1 luciferase reporter, IRE1-XBP1 UPR activation, luminescence; percent of tunicamycin response, DMSO as zero; 330,000 tested, 0.33% active; AID 463104; activation, % at 20 µM;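 active = versus positive control, 20 µM dose yields 30% or more activation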;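 also: 100% = tunicamycin at 10 µg/mL and 0% = DMSO only wells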
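Material: CHO-XBP1 cells stably carrying IRE1-XBP1-driven luciferase reporter | Medium: F12 with 10% serum | Compound dosing: 20 µM single concentration, DMSO 1% | Incubation: Overnight seeding at 37 °C, 6 h compound treatment at 37 °C | Detection: Steady-Glo luminescence read | Read-out basis: % activation of reporter signal versus tunicamycin and DMSO controls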
Jurkat NFkB inh – inhibitors of the PMA/ionomycin-induced NF-kB reporter in Jurkat cells. PMA/ionomycin-induced NF-kB luciferase reporter, luminescence. inhibition, % at 4 µM. 330,000 tested, 0.53% active. AID 435003; in the data active = inhibition above about 50%
tim10-1 inh – inhibits growth of tim10-1 mutant yeast | 330,000 tested, 2.2% active | inhibition, % at 20 µM | AID 463190 | S. cerevisiae tim10-1 ts strain growth, BacTiter-Glo, 24 h;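 active = inhibition of at least 40%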;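 also: mutant grown at 25 °C; 0% = DMSO wells with yeast and 100% = wells holding no yeast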
697 NFkB inh – lowers PMA/ionomycin-induced NF-kB signal in 697 B cells | 697 B-cell NF-kB luciferase reporter, 16 h | inhibition, % at 4 µM | 330,000 tested, 0.33% active; in the data active = inhibition above about 35%
TIM10 inh – inhibits growth of TIM10 yeast strain; S. cerevisiae TIM10 strain growth, BacTiter-Glo luminescence, 24 h; inhibition, % at 10 µM; 330,000 tested, 1.4% active;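 active = inhibition of 40% or more at the single tested concentration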;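 also: wild-type TIM10 isogenic control strain grown at permissive 25 °C; 0% = DMSO yeast wells and 100% = minimal medium wells without yeast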
* hit, by the source's call.

SMILES | UPR CHOP act | tim23-1 inh | Mdm2-MdmX inh | XBP1 UPR activ | Jurkat NFkB inh | tim10-1 inh | 697 NFkB inh | TIM10 inh
O=C(OCC(=O)N1CCN(S(=O)(=O)c2ccccc2)CC1)c1ccc([N+](=O)[O-])o1 | 1.5 | 24.3 | -13.5 | 0.7 | -1.1 | 19.5 | -0.9 | 21.0
Nc1nc(NCc2ccco2)nc(Nc2ccc(F)cc2)c1[N+](=O)[O-] | 0.0 | 1.9 | 23.3 | 6.5 | 18.2 | 11.4 | -9.3 | 8.7
CC(C)C(=O)N1CCN(c2ccc(NC(=S)NC(=O)c3cc4ccccc4o3)cc2)CC1 | 4.2 | -9.3 | 36.1 | 5.9 | -0.7 | 4.2 | -43.5 | -1.0
O=C(NC(Cc1ccccc1)C(=O)O)/C(=C/c1ccco1)NC(=O)c1cccc(Br)c1 (centres undefined) | 0.0 | 22.5 | -38.5 | -4.2 | -18.9 | 5.8 | -3.2 | 0.7
Cc1ccc(NC(=O)c2nnn(-c3cccc(C(F)(F)F)c3)c2N)cc1 | 3.0 | 8.5 | -9.6 | 0.3 | -33.7 | 9.7 | -3.0 | 7.1
CC(C)CC(=O)N1CCN(S(=O)(=O)c2ccc(F)cc2)CC1 | 0.3 | 15.5 | 4.4 | -1.8 | 0.1 | 28.4 | 10.9 | 14.9
O=C(COc1ccccc1Cl)Nc1ccc(C(=O)O)cc1NC(=O)COc1ccccc1Cl | -0.9 | 2.6 | -8.9 | -7.1 | 2.9 | 4.3 | -16.2 | 13.3
Cc1c(NC(=O)c2ccccc2NC(=O)c2ccccc2)cccc1C(=O)O | 1.1 | 8.3 | 11.3 | -1.6 | 10.1 | 5.2 | 13.8 | 3.4
CCOC(=O)CSc1nnc(NCC(=O)OC(C)C)c(=O)[nH]1 | -1.8 | 13.4 | 1.0 | 4.6 | -8.1 | 19.1 | -0.6 | -0.6
O=C(Nc1cccnc1)c1ccccc1-c1ccccc1 | 1.1 | 14.7 | 11.1 | 2.5 | 0.6 | 8.3 | 1.6 | 4.7
CC(C)(C)c1ccccc1OCC(=O)Nc1ncn[nH]1 | 1.6 | 3.9 | 13.0 | 0.9 | -7.5 | 5.9 | -30.5 | -17.6
COc1ccc(N2CCN(C(=O)CCCCn3c(=O)[nH]c4ccsc4c3=O)CC2)cc1 | -0.3 | 1.6 | -21.1 | -1.8 | 18.5 | 8.5 | 3.0 | 6.2
Cc1nnc(Sc2cc(C(=O)NCc3ccco3)c3ccccc3n2)s1 | -1.4 | 13.8 | 40.0 | 4.0 | -9.2 | 8.3 | 23.6 | 16.7
Clc1cncc(Cl)c1N/N=C/c1ccccc1 | 2.0 | 30.2 | -9.6 | 7.8 | -17.2 | -2.4 | -12.2 | -6.4
Cc1ccc(C2/C(=C(\O)c3c(C)nc4ccccn34)C(=O)C(=O)N2CCN(C)C)o1 (centres undefined) | -0.1 | -2.2 | 13.0 | -1.9 | 7.0 | -7.3 | 3.6 | -4.9
CCCCn1c(SCC(=O)N2c3ccccc3Sc3ccccc32)nc2c1c(=O)n(C)c(=O)n2C | 7.5 | 10.9 | 59.1* | 9.2 | -10.5 | 13.5 | -28.0 | 2.9
COCCOC(=O)C1=C(C)Nc2nc(C)nn2C1c1ccc(F)cc1 (centres undefined) | -1.8 | -2.9 | 6.1 | -0.9 | -14.9 | 13.5 | -6.6 | -13.8
C[C@]12C(=O)N(c3ccc(Cl)cc3)C(=O)N1[C@H]1c3ccccc3OC[C@@H]1[C@H]2c1ccccc1 | -1.2 | 31.0 | 23.9 | -2.6 | -6.5 | 17.4 | -35.1 | 19.6
COC(=O)c1nn(-c2ccc(F)cc2)ccc1=O | -1.0 | -5.0 | 6.0 | -1.6 | -3.7 | -6.5 | -1.1 | 7.3
Cc1[nH]c(C)c(S(=O)(=O)N2CCN(c3cccc(Cl)c3)CC2)c1C(=O)N1CCCC1 | -0.9 | 6.4 | 10.9 | -5.9 | 9.2 | 2.8 | 3.5 | 7.1
CC1(C)Cc2c(cnn2-c2cccc(F)c2)C(NC(=O)CSc2ccncc2)C1 (centres undefined) | -1.0 | 27.1 | 19.5 | -3.9 | 6.3 | 23.7 | 8.0 | 10.7
COC(=O)c1cc(NC(=S)N2CCN(C(=O)C3CCCO3)CC2)cc(C(=O)OC)c1 (centres undefined) | 3.2 | -0.6 | -5.0 | 3.8 | -0.9 | -0.9 | -1.3 | -1.4
CC(=O)Nc1ccc(N=Cc2c(O)ccc3ccccc23)cc1 | 0.1 | 49.3 | 5.3 | -4.1 | 14.0 | -0.7 | 9.3 | 3.1
Cc1ccc(S(=O)(=O)N2CCN(C(=O)CSc3nncs3)CC2)cc1 | -0.4 | 2.4 | 1.3 | 4.9 | -8.8 | -9.7 | -15.2 | -12.2
Cn1c(=O)[nH]c(=O)c2c1nc(N1CCCCCC1)n2CCCSc1nnnn1-c1ccccc1 | 0.8 | 17.2 | 1.7 | 3.0 | -13.6 | 41.2* | -34.6 | 15.4

Entries of single compounds, quoted from the list. Order of screens: UPR CHOP act | tim23-1 inh | Mdm2-MdmX inh | XBP1 UPR activ | Jurkat NFkB inh | tim10-1 inh | 697 NFkB inh | TIM10 inh
`Cc1[nH]c(C)c(S(=O)(=O)N2CCN(c3cccc(Cl)c3)CC2)c1C(=O)N1CCCC1` is entered as -0.9 | 6.4 | 10.9 | -5.9 | 9.2 | 2.8 | 3.5 | 7.1
`O=C(OCC(=O)N1CCN(S(=O)(=O)c2ccccc2)CC1)c1ccc([N+](=O)[O-])o1` is entered as 1.5 | 24.3 | -13.5 | 0.7 | -1.1 | 19.5 | -0.9 | 21.0

Records listed above printed as active in Mdm2-MdmX inh.
SMILES	Mdm2-MdmX inh	Jurkat NFkB inh	tim10-1 inh	697 NFkB inh	TIM10 inh
CCCCn1c(SCC(=O)N2c3ccccc3Sc3ccccc32)nc2c1c(=O)n(C)c(=O)n2C	59.1*	-10.5	13.5	-28.0	2.9

Quoted from the listing:
CC(C)CC(=O)N1CCN(S(=O)(=O)c2ccc(F)cc2)CC1 in Jurkat NFkB inh reads 0.1
COC(=O)c1nn(-c2ccc(F)cc2)ccc1=O in UPR CHOP act reads -1.0

Additional records follow.
SMILES | UPR CHOP act | tim23-1 inh | Mdm2-MdmX inh | XBP1 UPR activ | Jurkat NFkB inh | tim10-1 inh | 697 NFkB inh | TIM10 inh
O=C(Oc1ccccc1)c1c(Cl)cccc1P(=O)(O)O | -1.5 | -0.6 | 21.8 | -3.1 | 4.8 | -6.4 | 18.6 | 1.1
CCOC(=O)c1c(CSc2ccccc2)n(C)c2ccc(O)c(CN3CCOCC3)c12 | -1.2 | 39.3 | 18.6 | -0.7 | 11.9 | 43.7* | -12.2 | 20.5
COc1ccc(-c2nc(SC(C)C(=O)NCC3CCCO3)n[nH]2)cc1 (centres undefined) | 1.2 | 11.0 | 23.1 | -0.1 | 21.9 | 2.3 | -9.7 | -10.3
COc1ccc([N+](=O)[O-])cc1NS(=O)(=O)c1cc(C(=O)NCc2cccnc2)ccc1Cl | -1.4 | 6.7 | 13.4 | -4.5 | 13.5 | -6.0 | 9.7 | 4.0
Cc1ccc(C)c(-n2c(Cc3cc(=O)[nH]c(=O)[nH]3)nnc2SCC(=O)NCc2ccco2)c1 | -1.9 | 2.7 | 28.9 | 1.3 | -3.6 | 9.8 | 21.2 | 8.8
OCCOCCn1c2ccccc2c2ccccc21 | 3.1 | -8.8 | 27.7 | 0.7 | -15.1 | -5.0 | 3.6 | -16.3
CN(C)c1nc(N)nc(-c2ccco2)n1 | -0.5 | -6.6 | 16.1 | -2.9 | 10.4 | -8.3 | 1.7 | -16.8
Cc1ccc(NC(=O)CSCC(=O)N(C)CC(=O)Nc2cccc3ccccc23)cc1 | 0.7 | 13.0 | 2.2 | 0.6 | 0.2 | 16.1 | 2.8 | -3.3
N#Cc1ccc(S(=O)(=O)N2CCN(c3ncccn3)CC2)cc1 | -1.6 | -0.2 | 23.5 | -0.7 | 6.9 | -4.6 | 19.0 | 9.7
CC(CCc1ccc(O)cc1)N1CCC(Oc2ccc(C(=O)N3CCCC3)cc2)CC1 (centres undefined) | -0.4 | 0.2 | -2.9 | 0.4 | 12.7 | -7.9 | 16.8 | -3.9
COc1ccc(Cl)cc1NC(=O)c1nnn(CC(=O)Nc2ccc(OC)c(OC)c2)c1N | 1.5 | 7.6 | 69.0* | 0.1 | -0.4 | 14.6 | 2.5 | 8.2
O=C(Nc1ccccc1NC(=O)C1CCCO1)c1ccco1 (centres undefined) | -0.9 | 9.8 | 13.1 | 0.6 | 9.3 | 10.1 | 12.3 | 4.9
O=c1cc(N2CCN(c3ccc(F)cc3)CC2)[nH]c(=O)n1Cc1ccc(F)cc1 | 0.1 | -5.3 | 15.3 | -1.5 | 7.5 | -13.9 | 2.0 | -2.0
COc1cc(OC)cc(C(=O)NC2CCCN(Cc3ccc(Cl)cc3)C2)c1 (centres undefined) | 0.5 | 9.4 | 28.0 | -0.2 | 7.2 | 24.4 | 0.1 | 0.3
CC(NC(=O)Nc1ccc(F)cc1)C(c1cccs1)N1CCCC1 (centres undefined) | 5.7 | 19.1 | 9.7 | 2.0 | 9.9 | -8.3 | -83.6 | -1.5
COc1ccc(-c2ccc(=O)n(Cc3ccc([N+](=O)[O-])cc3)n2)cc1 | -1.8 | 18.6 | 17.3 | -0.5 | 4.5 | 10.2 | 11.6 | 15.2
Cc1ccc(CSc2nnc(C)c(=O)[nH]2)cc1 | -1.1 | 0.9 | 11.6 | 0.9 | 14.5 | 13.5 | 0.4 | 10.8
C#CCSc1nc2sc3c(c2c(=O)n1C)CCC3 | 0.6 | -2.7 | -32.5 | 0.2 | -5.3 | 13.1 | -3.8 | 0.6
COc1ccc(-c2nc3ccccc3c(=O)n2CCN2CCOCC2)cc1 | -0.1 | 6.6 | -6.3 | 0.2 | -3.6 | 17.7 | -17.9 | 5.5
CN1C(=O)c2cccc3c(N(C)C)ccc(c23)C1=O | 0.4 | 27.7 | 18.9 | -1.8 | -0.3 | 32.6 | -16.2 | 4.5
CCCC(C)C(=O)Nc1ncc(S(=O)(=O)c2ccc([N+](=O)[O-])cc2)s1 (centres undefined) | -0.9 | 22.2 | 48.7 | -1.0 | 26.4 | 17.2 | 6.2 | 16.6
N/C(=N\OC(=O)c1cccc(F)c1)c1ccccc1 | 0.3 | 68.1* | -25.0 | -1.4 | -142.1 | 55.3* | -138.2 | 61.0*
CCOc1ccc(NC(=O)c2ccc3c(c2)N(Cc2ccc(F)cc2)C(=O)CS3=O)cc1 (centres undefined) | 0.6 | -4.5 | 43.0 | -2.4 | -21.0 | -6.0 | -4.4 | -2.3
O=C(CCNS(=O)(=O)c1cccs1)N1CCc2ccccc2C1 | 2.2 | -1.0 | -17.2 | 0.7 | -7.9 | 14.1 | -8.3 | -3.7
CCCCCCC(O)(c1ccc(OC)cc1)C(CN1CCOCC1)c1ccccc1 (centres undefined) | 0.1 | 45.8 | 20.6 | -1.0 | 5.2 | 35.7 | 3.6 | 14.5
COc1ccc(NC(=O)CSc2nc(O)cc(=O)n2-c2ccc(OC)cc2)cc1 | 0.6 | 6.2 | -30.4 | 0.5 | 14.3 | -0.7 | 1.0 | 19.5
COc1ccc(CNC(=O)CCCN2C(=O)c3ccccc3C2=O)cc1 | -0.2 | 12.1 | -7.9 | 2.4 | -2.9 | 8.2 | -23.3 | 1.5
CC(=O)Nc1cccc(C(=O)OC2CCOC2=O)c1 (centres undefined) | 2.3 | -5.2 | 0.6 | -6.7 | -0.1 | -6.9 | 6.1 | -8.6
CCN(CC)CCNC(=O)Cn1cnc2sc(C)c(S(=O)(=O)N3CCN(c4ccccc4OC)CC3)c2c1=O | 2.6 | -4.6 | -25.1 | 1.3 | 8.6 | -15.4 | -3.7 | 4.6
CCOC(=O)c1cc(-c2ccccc2)sc1NC(=O)c1cc(OC)c(OC)c(OC)c1 | 4.6 | 5.5 | 23.7 | 9.4 | 2.9 | 16.2 | -59.0 | 9.6
